Diaph act CS: activates diaphorase or chemically reduces, flagging diaphorase assay artifacts; Diaphorase/resazurin coupled assay, resorufin fluorescence, 16 min; active compounds read high; 1 = vehicle wells, 0 = NADH-free wells; activation factor at 20 µM; 190,000 compounds, 0.005% hits; AID 1229;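 active = diaphorase activity raised at least twofold by the compound at 20 µM; inactive = activation factor below 2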
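Assay system: Purified diaphorase enzyme from Clostridium kluyveri | Amount: Enzyme 0.07 U/mL final | Dosing: Compound 20 µM once, DMSO 1% | Timing: 16 min reaction at room temperature | Detection: Fluorescence, excitation 544 nm and emission 590 nm | Evaluation: Higher resorufin formation from activation or reduction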
PMI activator: phosphomannose isomerase (human) activation; 190,000 compounds, 0.005% hits; P34949; activation factor at 20 µM; purified human PMI, coupled resazurin fluorescence, 20 min; active compounds read high; 1 = vehicle control, 0 substrate-free wells; AID 1214;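 active = activation factor of 2 or more at 20 µM, relative to plate controls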
Target sequence (P34949 whole entry, looked up): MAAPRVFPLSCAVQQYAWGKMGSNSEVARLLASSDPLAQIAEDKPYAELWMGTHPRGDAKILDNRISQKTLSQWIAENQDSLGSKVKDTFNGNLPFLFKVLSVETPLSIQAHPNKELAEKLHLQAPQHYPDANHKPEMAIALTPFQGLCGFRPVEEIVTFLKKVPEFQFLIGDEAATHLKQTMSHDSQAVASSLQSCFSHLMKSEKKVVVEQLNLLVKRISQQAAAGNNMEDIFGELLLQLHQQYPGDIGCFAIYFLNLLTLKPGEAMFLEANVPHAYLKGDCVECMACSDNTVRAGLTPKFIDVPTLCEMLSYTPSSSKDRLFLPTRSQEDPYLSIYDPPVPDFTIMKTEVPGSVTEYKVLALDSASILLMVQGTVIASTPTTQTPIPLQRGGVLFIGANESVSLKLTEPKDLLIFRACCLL
Diaphorase inh: counter-screen for diaphorase-based assays: diaphorase inhibitors and chemical oxidizers. diaphorase resazurin-to-resorufin fluorescence, NADH, 16 min; bacterial (C. kluyveri) enzyme, not human. inhibition, % at 20 µM. 190,000 compounds, 0.69% hits. AID 1217;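 active = primary screen inhibition at 20 µM above a set limit, cut at about 50% in these data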;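 also: plate controls were DMSO with full reaction for no effect and wells lacking NADH for full effect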
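material = Clostridium kluyveri diaphorase enzyme | amount = 0.14 U/mL diaphorase, enzyme working solution | schedule = incubation 16 min, room temperature | detection = fluorescence of resorufin formed from resazurin, Ex 544/Em 590 nm | benchmarks = positive control minus NADH, DMSO neutral control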
bIAP activator: increases bovine intestinal alkaline phosphatase activity; purified bovine IAP, CDP-star luminescence, 30 min; active compounds read high; fold of DMSO-control signal, blank-subtracted; activation factor at 20 µM; 200,000 compounds, 0.17% hits; AID 1016;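 active = activation factor of 2 or more at 20 µM, a signal rise over negative controls twice the positive control's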
bIAP inhibitor: intestinal alkaline phosphatase (bovine) inhibition; purified bovine IAP, CDP-star luminescence, 30 min; inhibition, % at 20 µM; 190,000 tested, under 10 active; AID 1019;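 active = over 50% inhibition of intestinal alkaline phosphatase at 20 µM in the single-dose screen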
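Incubation: 30 min reaction at room temperature / Material: purified bovine intestinal alkaline phosphatase (IAP) enzyme / Input: enzyme at 1/65,000,000 dilution / Dosing: 20 µM single dose / Signal: CDP-star luminescence signal / Reagent: CDP-star chemiluminescent phosphatase substrate, 30 µM final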
PMI act hi M6P: increases human PMI activity with near-saturating mannose 6-phosphate; coupled PMI enzyme assay, resazurin fluorescence, 20 min; active compounds read high; 1 = untreated enzyme, 0 = substrate-free blank; activation factor at 20 µM; P34949; AID 1216; 190,000 compounds, 0.34% hits;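 active = activation factor of 2 or more at 20 µM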
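Test system: human phosphomannose isomerase with PGI, G6PDH, diaphorase coupling enzymes; Amount: PMI at 15 ng/mL final; Reagent: Mannose-6-phosphate 1.0 mM (near-saturating) plus 0.22 mM NADP+; Timing: 20 min, room temperature; Technique: resorufin fluorescence at Ex 544/Em 590 nm; Dosing: 20 µM single dose.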
TNAP act hiacc: TNAP (human) activation, high acceptor. P05186. purified TNAP, CDP-star luminescence, 1 M DEA, 30 min; active compounds read high; 0 = EDTA background, 1 = DMSO-only activity. activation factor at 20 µM. 200,000 tested, under 10 active;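 active = activation factor at least 2 at 20 µM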
Target sequence (P05186 whole entry, looked up): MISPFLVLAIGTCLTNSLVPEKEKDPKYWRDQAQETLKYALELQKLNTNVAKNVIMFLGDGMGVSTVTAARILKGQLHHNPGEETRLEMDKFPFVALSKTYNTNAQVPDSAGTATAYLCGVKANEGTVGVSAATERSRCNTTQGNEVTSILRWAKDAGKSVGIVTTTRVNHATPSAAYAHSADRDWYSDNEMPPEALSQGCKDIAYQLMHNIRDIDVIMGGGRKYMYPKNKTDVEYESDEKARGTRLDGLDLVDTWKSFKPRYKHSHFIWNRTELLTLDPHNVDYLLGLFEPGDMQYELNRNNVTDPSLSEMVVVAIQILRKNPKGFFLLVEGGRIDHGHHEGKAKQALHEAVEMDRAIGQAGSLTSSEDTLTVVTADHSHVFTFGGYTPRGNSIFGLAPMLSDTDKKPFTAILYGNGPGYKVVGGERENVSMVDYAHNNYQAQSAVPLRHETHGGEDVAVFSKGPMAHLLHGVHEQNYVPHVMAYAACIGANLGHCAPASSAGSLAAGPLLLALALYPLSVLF
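Measured by: Luminescent substrate turnover signal | Test system: Human TNAP | Input: TNAP 1/800 final | Dosing: 20 µM single point | Schedule: 30 min, room temperature | Controls: EDTA wells as negative control, DMSO wells as positive control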
TNAP inh hi DEA: inhibitors of human TNAP at high phosphate acceptor concentration | purified TNAP, CDP-star luminescence, 1 M DEA | 200,000 compounds, 0.03% hits | inhibition, % at 20 µM | AID 1135 | P05186;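 active = over 50% inhibition of tissue-nonspecific alkaline phosphatase at 20 µM in the single-dose screen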;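 also: plate controls were DMSO wells for no effect and EDTA-quenched wells as full inhibition for full effect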
L major viab: Leishmania major promastigote growth inhibition | Leishmania major promastigotes, resazurin fluorescence viability | inhibition, % at 10 µM | 200,000 compounds, 9% hits; in the data active = inhibition above about 50%;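 also: promastigotes grown with compound for 44 hours at 28 °C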
TNAP inh no acc: blocks human TNAP activity with no phosphate acceptor present | P05186 | purified TNAP, CDP-star luminescence, 30 min | inhibition, % at 20 µM | 200,000 compounds, 0.26% hits;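 active = tissue-nonspecific alkaline phosphatase inhibition above about 50% at 20 µM in the single-dose screen, limit read from the data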;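 also: 0% = DMSO negative control and 100% = EDTA positive control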
* = called active by the depositor; . = no result given.

SMILES	Diaph act CS	PMI activator	Diaphorase inh	bIAP activator	bIAP inhibitor	PMI act hi M6P	TNAP act hiacc	TNAP inh hi DEA	L major viab	TNAP inh no acc
CCCc1ccc(-c2cc(NC(=O)CSc3n[nH]c(N)n3)n(-c3ccccc3)n2)cc1	0.8	0.9	16	1.2	-24	0.9	1	-2	-3	-12
CCCn1c(SCC(=O)N2CCCCC2)nnc1-c1ccco1	0.8	0.9	18	1	-1	0.9	1	-2	-3	0
OCCNCc1cc(Br)ccc1OCc1ccc(F)cc1	1	1	5	0.9	6	1	1.1	-7	50	-4
Cc1oc(-c2cc(Cl)cc(Cl)c2)cc1C(=O)NCCc1ccccc1	0.9	0.9	11	0.9	6	1	1.1	-14	-6	-36
N#CC1=C(N)N2C(=C(C#N)C1c1ccc(Br)cc1)Nc1ccccc12 (centres undefined)	0.9	1.2	14	1	-2	1.3	1.1	-8	18	-18
CCC(CC)c1nnc(NC(=O)c2nn(C)c(=O)c3ccccc23)s1	0.9	1.1	9	1.2	-16	1	1	-5	8	-13
O=C(CC(Nc1ccc(Cl)cc1)C(=O)O)c1ccccc1 (centres undefined)	1	1	4	1	-5	1	1	1	1	-8
CC(C)Sc1nc2[nH]ncc2c(=O)[nH]1	0.8	0.9	24	1	0	1.1	1	-2	-5	-29
CC(=O)Nc1nnc(COc2ccc(Cl)cc2)s1	1	1.2	0	1.2	-24	1.1	1.1	-6	3	-3
O=C1CCCN1c1ccc(S(=O)(=O)Nc2cccnc2)cc1	1	1.1	2	1.1	-14	1	1	1	-3	2
CCOc1ccc(CCNC(=O)C2CCN(c3nnc(-n4cccc4)s3)CC2)cc1	1.1	1.1	-7	1	3	1.2	1	-4	-7	-23
Cc1cc(C)n(C(=O)c2ccc(NC(=O)C3COc4ccccc4O3)cc2)n1 (centres undefined)	0.8	0.8	16	1	2	0.9	1	-3	-7	-6
COc1ccc(-c2cc(C(F)(F)F)nc(S(C)(=O)=O)n2)cc1OC	0.8	0.9	20	0.9	9	0.9	1	-3	72*	-11
Cc1cccc(NC(=O)CN2CCCN(S(=O)(=O)c3ccc(Br)s3)CC2)c1	0.7	0.8	27	1.1	-15	0.9	1.1	-6	3	-13
O=C(O)/C=C/c1ccc(S(=O)(=O)Nc2ccc(C(=O)NCC(=O)O)cc2)cc1	0.8	1	19	1	5	0.9	1.1	-7	11	-15

Filtered by structure: the compounds so far containing an aryl thioether with sulfur outside any ring (3)
SMILES	Diaph act CS	PMI activator	Diaphorase inh	bIAP activator	bIAP inhibitor	PMI act hi M6P	TNAP act hiacc	TNAP inh hi DEA	L major viab	TNAP inh no acc
CCCc1ccc(-c2cc(NC(=O)CSc3n[nH]c(N)n3)n(-c3ccccc3)n2)cc1	0.8	0.9	16	1.2	-24	0.9	1	-2	-3	-12
CCCn1c(SCC(=O)N2CCCCC2)nnc1-c1ccco1	0.8	0.9	18	1	-1	0.9	1	-2	-3	0
CC(C)Sc1nc2[nH]ncc2c(=O)[nH]1	0.8	0.9	24	1	0	1.1	1	-2	-5	-29

More compounds follow.
SMILES	Diaph act CS	PMI activator	Diaphorase inh	bIAP activator	bIAP inhibitor	PMI act hi M6P	TNAP act hiacc	TNAP inh hi DEA	L major viab	TNAP inh no acc
CCOC(=O)N1CCN(C(=O)Nc2sc3nc4n(c(=O)c3c2C)CCC(C)CC4)CC1 (centres undefined)	0.8	0.9	18	1	-2	0.9	1	-3	1	-11
Cn1c(=O)[nH]c(=O)c2c1nc(N1CCOCC1)n2CCSc1nc2ccccc2[nH]1	0.9	1	8	1	-4	1.1	1	-4	-1	-8
Cc1ccccc1OCCNc1cc(N2CC(C)NC(C)C2)ccc1[N+](=O)[O-] (centres undefined)	1	0.9	0	0.8	21	0.8	0.8	15	100*	-1
COC(CNC(=O)c1ccc2c(c1)nc(C)n2-c1cccc(F)c1)OC	1	1	-3	1	1	1.1	1	-2	-8	-17
Cc1nn(C)c(C)c1NC(=O)CCSc1nc(-c2ccco2)cc(C(F)(F)F)n1	0.9	1	10	1	-3	1	1	0	8	2
Cc1nc2[nH]onc2c2nccc(=O)c12	0.9	1	10	0.9	14	1.1	1	-1	-2	-8
CCOC(=O)c1csc(NC(=O)CCSc2ccccc2)n1	1	1	2	1	-3	1.1	1	-4	8	-12
CC(=O)Nc1ccc(Nc2c3ccccc3nc3ccccc23)cc1	1.1	1	-12	0.7	31	0.9	1	2	101*	2
NS(=O)(=O)c1ccc(NCc2cc(Cl)ccc2OCc2ccc(F)cc2)cc1	0.8	0.8	20	0.8	16	0.8	1	-4	54*	-15
CNCCCCOc1ccc(C(C)(C)C)cc1Cl	0.9	0.9	7	1	-2	0.9	1	-4	98*	-7
Cc1ccc(CN2CCSc3sccc3C2=O)cc1	0.9	0.9	10	0.9	10	1	1	-4	1	-10
CC(NC(=O)c1ccc(Br)cc1)C(=O)NC1=NCCS1 (centres undefined)	0.7	1	30	1	-1	1	1.1	-6	-4	-6
COc1ccc(Cl)cc1NS(=O)(=O)c1ccc(S(=O)(=O)N2CCCC2)cc1	0.8	1.1	20	1	-2	0.9	1	2	-3	-4
CCN1CCN(C(c2ccc(F)cc2)c2nnnn2Cc2ccc3c(c2)OCO3)CC1 (centres undefined)	1.1	1	-6	1.1	-13	1.1	1.1	-5	3	-9
CC(C)c1ccc(NS(=O)(=O)c2ccc3[nH]cc(C(=O)N4CCC(C(N)=O)CC4)c(=O)c3c2)cc1	0.8	1	15	1	-1	1	1	-3	-9	-6

Three compounds out of the list, arranged by molecular weight, low to high:
SMILES	Diaph act CS	PMI activator	Diaphorase inh	bIAP activator	bIAP inhibitor	PMI act hi M6P	TNAP act hiacc	TNAP inh hi DEA	L major viab	TNAP inh no acc
Cc1ccccc1OCCNc1cc(N2CC(C)NC(C)C2)ccc1[N+](=O)[O-] (centres undefined)	1	0.9	0	0.8	21	0.8	0.8	15	100*	-1
NS(=O)(=O)c1ccc(NCc2cc(Cl)ccc2OCc2ccc(F)cc2)cc1	0.8	0.8	20	0.8	16	0.8	1	-4	54*	-15
Cn1c(=O)[nH]c(=O)c2c1nc(N1CCOCC1)n2CCSc1nc2ccccc2[nH]1	0.9	1	8	1	-4	1.1	1	-4	-1	-8

Continuation.
SMILES	Diaph act CS	PMI activator	Diaphorase inh	bIAP activator	bIAP inhibitor	PMI act hi M6P	TNAP act hiacc	TNAP inh hi DEA	L major viab	TNAP inh no acc
COc1cc(-c2nc(C)c(C(C)=O)n2O)ccc1OCC(=O)Nc1ccc(F)cc1	0.9	1	10	0.9	11	1	1	-2	0	-12
CCn1cc(C(=O)N2CCN(c3ccc(F)cc3)CC2)c2cc(OC)c(OC)cc2c1=O	0.9	1	7	0.9	8	0.7	1	-2	-1	-16
CC(C)(C)NC(=O)/C=C/c1cccs1	0.8	0.9	16	1.1	-6	0.9	1	-3	0	-11
O=C(c1cc2sccc2n1Cc1ccccc1)N1CCN(c2nc3ccccc3s2)CC1	0.8	0.9	18	1	-1	1	1.1	-7	12	-7
O=C(CCN1C(=O)c2ccccc2C1=O)CN1CCOCC1	0.9	0.9	14	0.9	12	1	1.1	-8	-4	-11
Cc1ccccc1NC(=O)CSCCO	0.9	0.9	12	0.9	8	0.9	1	-4	-2	-10
Cc1ccc(S(=O)(=O)NCC(=O)OCC(=O)NC(=O)c2cccn2C)cc1	0.9	1	11	1	3	1.1	1	0	-2	-8
O=C(O)C1CSCN1S(=O)(=O)c1cccc2nsnc12 (centres undefined)	0.7	0.8	30	1	4	1	1	-2	.	-7
CCOC(=O)c1ccc(-n2c(=S)sc3c(=O)[nH]c(C)nc32)cc1	0.8	0.5	16	0.9	7	1	1	5	-3	-8
N#Cc1cc2c(nc1SCC(O)CS(=O)(=O)Cc1ccc(Cl)cc1)CCCC2 (centres undefined)	0.9	1	6	0.9	12	1	1	1	5	-10
Cc1ccc(NC(=S)Nc2ccc3nc(-c4ccccn4)c(-c4ccccn4)nc3c2)cc1C	0.3	0.2	75*	0.8	25	0.4	1	5	72*	9
COCCCNC(=O)c1c(N)n(/N=C/c2cccs2)c2nc3ccccc3nc12	0.9	0.9	8	1.1	-6	1	1.1	-7	-4	-18
CCOC(=O)c1nc(N)c(C(=O)OCC)[nH]1	1	1	4	0.9	11	1	1	-3	14	-12
COc1ccc(-n2c(C(C)(C)C)csc2=Nc2c(C)n(C)n(-c3ccccc3)c2=O)cc1	0.9	0.9	6	0.6	38	0.9	1	-3	-5	-16
N/C(=N\OC(=O)COc1ccc(Br)cc1)c1ccncc1	0.9	1	12	1	4	1	1	2	-8	1
CC(C)Oc1cccc(OCCN2C(=O)c3ccccc3C2=O)c1	0.8	0.9	18	1	0	1	1.1	-7	2	-10
Cc1ccc(CNC(=O)C2C3C=CC(C3)C2C(=O)O)cc1 (centres undefined)	0.9	0.9	9	0.9	8	1	1	-2	-4	-10
COc1ccc(-c2nnc(Nc3ccc(CC(N)=O)cc3)c3ccccc23)cc1	1	0.9	-1	1.1	-10	1	1	-3	5	-37
CC1(C)CC(=O)C2=C(C1)OC1=C(C2)C(=O)CC(C)(C)C1	0.9	1.1	9	0.9	15	1	1	-4	-8	12
Nc1nc(C2CCCCC2)cs1	1	0.9	4	1	1	1	1.1	-6	-3	-11
CCOC(=O)C(Cc1ccccc1)C(=O)Nc1ccccc1C (centres undefined)	0.8	0.9	18	0.9	10	0.9	1	-2	0	-10
CC(=O)Oc1oc(-c2ccccc2)nc1/C=N/c1ccccn1	1	0.9	4	1	2	0.9	1.1	-6	-1	-14
COCCn1nnnc1C(CC(C)C)N1CCN(c2ccccc2)CC1 (centres undefined)	0.6	0.7	37	1	-1	0.5	1	-1	-3	-6
O=S(=O)(NC1CCCC1)c1ccc(S(=O)(=O)N(Cc2cccs2)CC2CCCO2)cc1 (centres undefined)	0.7	0.7	26	0.7	26	0.8	1	1	17	-5
c1csc(CSc2nnc3sc4ccccc4n23)c1	0.9	1	7	0.8	17	1	1	0	6	-6
CCOC(=O)c1ccc(NC(=O)CCc2ccc(CC)o2)cc1	1	1	1	0.8	23	1	1	-3	14	-11
Cc1cc(Br)ccc1OCc1nc(-c2cccnc2)no1	0.8	0.8	21	1	2	0.9	1.1	-6	17	-13
COc1ccc(/C=C2\CCC(C3CCCC3)C2=O)cc1Cn1cccn1 (centres undefined)	0.9	0.9	14	1	1	1	1	4	-1	-9
CCOC(=O)C1=C(CC)Nc2ccccc2N/C1=N\S(=O)(=O)c1cc(Br)ccc1Br	0.9	1.2	11	0.9	8	1.1	0.9	9	3	2
COc1ccccc1N1CCN(C/C=C/c2ccc(N(C)C)cc2)CC1	0.8	0.8	19	1.1	-13	0.7	1	-5	4	-13
O=C(Nc1ccc(S(=O)(=O)N2CCc3ccccc32)cc1)c1ccco1	1	1	-5	0.9	10	1.1	1.1	-5	11	-10

Screening data from PubChem.
